Source: PubChem BioAssay (National Center for Advancing Translational Sciences (NCATS))
JMJD2A Tudor: JMJD2A Tudor domain (human) inhibition; O75164; AlphaScreen JMJD2A-Tudor / H3K4me3 peptide binding; Potency, µM (titrated, usually from 114 µM), without a hit: top-dose activity change, negative = inhibition, hits mostly inhibitors; 4.4% of 390,000 active; further: on the % scale 0 is the no-effect control and ±100 the full control effect; nearly all actives have a fitted effect of over 50% in size
BLM inh: Bloom syndrome helicase (human) inhibition; P54132; recombinant BLM DNA unwinding, fluorescence dequenching; Potency, µM (highest dose often 56.1 µM), inactives show top-dose activity change, negative = inhibition, hits mostly inhibitors; 0.2% of 350,000 active;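 further: plate controls were vehicle for no effect and no enzyme for full effect; nearly all actives have a fitted effect of over 35% in size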
BAZ2B block: inhibitors of human BAZ2B bromodomain. Q9UIF8. 4.4% of 360,000 active. AlphaScreen BAZ2B-H3K14Ac peptide displacement. Potency, µM (titrated, usually from 114 µM), without a hit: top-dose activity change, negative = inhibition, most hits filed as inhibitors; further: on the % scale 0 is the no-effect control and ±100 the full control effect; nearly all actives have a fitted effect of over 60% in size
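BAZ2B 50 nM plus b-H3(5-23)K14Ac 50 nM, PBS pH 7.4/0.01% Tween-20, 30 min RT; compound added (max 110 uM), 30 min RT; streptavidin donor/Ni-chelate acceptor beads 10 ug/mL final, 20 min dark; AlphaScreen read.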
HP1b binding inh: HP1-beta chromodomain-methylated histone interaction inhibition; AlphaScreen HP1-beta / biotin-H3K9me3 peptide binding; Potency, µM (series often up to 114 µM), for inactives: at the top dose activity change, negative = inhibition, usual class: inhibitors; 0.56% of 390,000 active; further: nearly all actives have a fitted effect of over 70% in size; inactives centre near 23
Target sequence (P83916 whole entry, looked up): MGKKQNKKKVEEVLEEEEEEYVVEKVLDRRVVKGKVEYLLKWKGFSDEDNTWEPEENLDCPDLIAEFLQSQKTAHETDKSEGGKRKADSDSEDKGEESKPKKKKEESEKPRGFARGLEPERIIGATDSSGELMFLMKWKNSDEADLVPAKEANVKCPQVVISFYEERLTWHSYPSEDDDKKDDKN
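Compound inhibition of the preformed complex between 50 nM HP1-beta and 50 nM biotinylated H3K9me3 peptide was read by AlphaScreen. Buffer was PBS pH 7.4 with 0.01% Tween-20. Incubations ran 30 min at room temperature, with 10 ug/mL donor/acceptor beads.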
G9a inh: inhibitors of human histone lysine methyltransferase G9a; Potency, µM (doses to about 102 µM), for inactives: at the highest dose activity, negative = inhibition, hits mostly inhibitors; G9a H3K9 monomethylation, AlphaScreen, 2 h; 8.8% of 350,000 active; AID 504332; further: on the % scale 0 is the no-effect control and ±100 the full control effect; nearly all actives have a fitted effect of over 75% in size
Target sequence (Q96KQ7 913-1193 limits assumed): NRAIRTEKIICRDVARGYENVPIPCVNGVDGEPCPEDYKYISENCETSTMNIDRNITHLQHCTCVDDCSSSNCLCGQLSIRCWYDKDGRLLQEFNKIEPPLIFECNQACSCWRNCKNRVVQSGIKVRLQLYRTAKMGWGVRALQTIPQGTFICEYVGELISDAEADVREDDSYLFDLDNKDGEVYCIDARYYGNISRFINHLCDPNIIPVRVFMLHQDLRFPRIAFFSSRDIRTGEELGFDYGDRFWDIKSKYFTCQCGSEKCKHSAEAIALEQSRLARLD
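G9a (20 nM) was preincubated 15 min with compound, then reacted 2 h at room temperature with 500 nM biotin-H3K9 peptide and 20 µM SAM. Monomethyl-H3K9 detected by AlphaScreen using anti-H3K9me1 antibody.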
GLS inhibitor: inhibitors of human glutaminase (GLS); GLS enzymatic activity, qHTS titration; Potency, µM (highest dose often 45.5 µM), for the others: top-dose activity change, negative = inhibition, actives largely listed as inhibitors; 0.21% of 410,000 active; further: on the % scale 0 is the no-effect control and ±100 the full control effect
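Enzyme dispensed in phosphate buffer (45 mM, pH 8.2, 0.02% Tween-20), compounds pinned in, then 1 mM L-glutamine solution and the glutamate oxidase–HRP–Amplex Red mix added; fluorescence read immediately and again after 30 min at room temperature.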
PGK inhibitor: blocks T. brucei phosphoglycerate kinase. PGK/GAPDH coupled, Kinase-Glo luminescence, 60 min. Potency, µM (series often up to 57.5 µM), without a hit: at the top dose activity change, negative = inhibition, actives largely listed as inhibitors. 0.043% of 380,000 active. AID 602233; further: on the % scale 0 is the no-effect control and ±100 the full control effect; nearly all actives have a fitted effect of over 60% in size
Target sequence (P07378 whole entry, looked up): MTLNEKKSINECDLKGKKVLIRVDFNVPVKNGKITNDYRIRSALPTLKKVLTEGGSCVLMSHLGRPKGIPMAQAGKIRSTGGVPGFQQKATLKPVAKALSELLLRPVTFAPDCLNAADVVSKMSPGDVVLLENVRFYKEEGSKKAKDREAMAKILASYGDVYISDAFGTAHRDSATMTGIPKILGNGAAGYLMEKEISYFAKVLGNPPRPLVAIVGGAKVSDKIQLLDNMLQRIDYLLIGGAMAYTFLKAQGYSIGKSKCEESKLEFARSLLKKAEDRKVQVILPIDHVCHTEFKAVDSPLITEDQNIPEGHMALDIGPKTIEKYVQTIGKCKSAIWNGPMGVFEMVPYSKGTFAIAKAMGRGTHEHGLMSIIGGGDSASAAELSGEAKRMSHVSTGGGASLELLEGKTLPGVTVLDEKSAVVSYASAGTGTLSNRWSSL
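Recombinant glycosomal PGK reaction used 1,3-bisphosphoglycerate generated in-well by GAPDH (100nM final) in 100mM TEA pH 7.6, 5mM MgCl2, 0.01% Tween-20. After 60 minutes at room temperature, ATP was read by Kinase-Glo Plus luminescence end-point.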
POLI inh: inhibitors of human DNA polymerase iota; Q9UNA4; Pol iota fluorescent replication assay, 10 min; Potency, µM (highest dose often 115 µM), for inactives: top-dose activity, negative = inhibition, actives largely listed as inhibitors; 1% of 390,000 active
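Fluorescent replication assay read twice, at 0 min and 10 min after adding 50 nM (final) substrate. Enzyme (10 nM) and compounds were first incubated 15 min at room temperature; enzyme-free buffer wells were negative controls.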
Pin1 inhibitor: human Pin1 inhibition | Pin1 FP peptide displacement, HiFluor488, 10 min | 0.009% of 390,000 active | Potency, µM (top dose mostly 115 µM), for inactives: at the top dose activity, negative = inhibition, hits mostly inhibitors | Q13526; active means well fitted inhibition curve with a large enough effect in the polarisation, with a control signal flat, not every such curve was filed as active; inconclusive means small, poorly fitted or top-dose-only effect, or effect the other way, or a change in a side signal; inactive means no such curve, though single readings can be large or run the other way; the % refers to the polarisation; further: on the % scale 0 is the no-effect control and ±100 the full control effect
Target sequence (Q13526 whole entry, looked up): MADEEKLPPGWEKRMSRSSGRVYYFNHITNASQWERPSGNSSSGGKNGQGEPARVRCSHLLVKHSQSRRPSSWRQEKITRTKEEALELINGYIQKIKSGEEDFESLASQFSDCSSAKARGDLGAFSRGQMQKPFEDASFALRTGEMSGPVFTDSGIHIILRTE
* = called active by the depositor; i = inactive; ? = inconclusive; . = no result given; & = joins results of further samples; [ ] = another dose, or the depositor's remark. Unless noted, the call rests on the fitted dose curve; in most records, active means well fitted curve in the direction sought with a large enough effect; inconclusive means small, poorly fitted or top-dose-only effect, or another doubt; inactive means no such curve, though single readings can be large; an effect the other way counts as inactive or inconclusive. Potency means the concentration at half of the fitted maximal effect. Not all compounds are listed, so the mix of outcomes need not match the whole.

1) CCN(CC)c1nc2nonc2nc1N(CC)CC
2) Clc1ccc(Cl)c2sc(N3CCOCC3)nc12
3) CCNC(=O)c1ccc(C23CC4CC(CC(C4)C2)C3)o1
4) CCN(CC)C(=O)CN(c1cccc(Br)c1)S(C)(=O)=O
5) O=C(CSC1=Nc2ccccc2C2=NC(Cc3ccccc3)C(=O)N12)Nc1ccccc1C(F)(F)F (stereo not given)
6) CN(C)S(=O)(=O)c1cccc(NC(=O)COC(=O)c2ccc3ccccc3n2)c1
assay / entry	1	2	3	4	5	6
JMJD2A Tudor	-6%[57.1 µM]	12%	1%	1%	-2%	-13%
BLM inh	-2%	.	-4%	-6%	0%	.
BAZ2B block	-3%	.	-14%	-5%	-1%	.
HP1b binding inh	35%	60%[activator]	25%	25%	28%	25%
G9a inh	-2%[59 µM]	.	7%	1%	9%[59 µM]	.
GLS inhibitor	-3%	9%	6%	0%	-13%	2%
PGK inhibitor	i	-2%	10%	4%	-1%	8%
POLI inh	-10%	8%	4%	17%	5%	24%
Pin1 inhibitor	-5%	1%	-2%	0%	1%	7%

7) O=C(NCc1ccc(F)cc1)c1ccc(CS(=O)(=O)c2ccc(Br)cc2)o1
8) COc1ccc(C)cc1NC(=O)COC(=O)c1c(C)noc1C
9) CC(NC(=O)Nc1cccnc1)(C(F)(F)F)C(F)(F)F
10) O=C(CCCCn1c(=O)c2ccccc2n(Cc2cccc(F)c2)c1=O)NCCc1ccccc1
11) Cn1c(NC(=O)c2ccccc2F)c(-c2cccs2)c(=O)c2ccccc21
12) CSc1ncccc1C(=O)OCC(=O)c1ccc(S(=O)(=O)N2CCCCC2)cc1
assay / entry	7	8	9	10	11	12
JMJD2A Tudor	-16%	-15%	-15%	-3%	5%	0%
BLM inh	-3%	-1%	-8%	-4%	3%	.
BAZ2B block	-2%	4%	2%	0%	-14%	1%
HP1b binding inh	27%	34%	22%	16%	32%	26%
G9a inh	0%	22%[59 µM]	-8%[12.7 µM]	-1%[59 µM]	26%	-34%
GLS inhibitor	3%	8%	-4%	-2%	11%	6%
PGK inhibitor	1%	i	-3%	2%	i	4%
POLI inh	-14%	4%	13%	-7%	65%[activator]	54%[activator]
Pin1 inhibitor	?	-1%	-8%	9%	-10%	22%

13) Cc1cc(C)c(C(=O)NNC(=O)c2cccnc2)c(C)c1
14) CC1(C)C(C=C(Cl)Cl)C1C(=O)N1CCN(c2ccccc2)CC1 (stereo not given)
15) COc1ccc(Cc2nnc(SCC(=O)NC3CCCC3)o2)cc1
16) Cc1ccc(S(=O)(=O)NNC(=O)c2cc(C)cs2)cc1
17) COc1ccccc1NS(=O)(=O)c1cc(C(=O)NCCN2CCOCC2)ccc1Cl
18) Cc1cccc(NC(=O)CNC(=O)c2cn(Cc3ccccc3)nc2-c2cccnc2)c1C
assay / entry	13	14	15	16	17	18
JMJD2A Tudor	-14%	-16%	-4%	0%	?	-7%
BLM inh	-3%	-9%	-11%	0%	0%	.
BAZ2B block	5%	2%	-2%	-4%	?	9%
HP1b binding inh	7%	28%	24%	14%	31%	23%
G9a inh	?	-5%[12.7 µM]	9%[59 µM]	.	?	-1%[59 µM]
GLS inhibitor	0%	21%	9%	?	28%	4%
PGK inhibitor	-2%	-1%	3%	-3%	-4%	4%
POLI inh	44%[activator]	53%[activator]	11%	-5%[58.9 µM]	22%	-2%
Pin1 inhibitor	-2%	-4%	0%	2%	-15%	4%

19) CCOC(=O)Cc1csc(SC(C)C(=O)NC2CCCCC2C)n1 (stereo not given)
20) COC(=O)CN(c1ccc(C(C)C)cc1)S(=O)(=O)c1c(C)[nH]c(=O)[nH]c1=O
21) CC(=O)NC12CC3CC(C1)CC(C(=O)N1CCN(S(=O)(=O)c4ccc(C(C)C)cc4)CC1)(C3)C2
22) CCn1c(CNC(=O)c2ccc(OC)cc2)nnc1SCC(=O)c1ccccc1
23) Cc1ccc(S(=O)(=O)CCC#N)cc1
24) CC(C)(Oc1ccc(Cl)cc1)C(=O)NCC(c1ccco1)N1CCCCC1 (stereo not given)
assay / entry	19	20	21	22	23	24
JMJD2A Tudor	7%	-1%	-7%	20µM*	7%	-24%
BLM inh	.	0%	.	-5%	-3%	.
BAZ2B block	-2%	9%	-4%	-9%	1%	-10%
HP1b binding inh	24%	54%[activator]	37%	?	53%[activator]	5%
G9a inh	-28%	9%	-2%	60%[activator][59 µM]	.	-10%
GLS inhibitor	-7%	-3%	-7%	2%	1%	0%
PGK inhibitor	i	-5%	5%	-5%	-1%	1%
POLI inh	14%	14%	13%	5%	75%[activator]	19%
Pin1 inhibitor	11%	1%	-6%	-11%	-5%	1%

25) COC(=O)c1sc2cccc(F)c2c1S(=O)(=O)N1CCN(c2ccc(F)cc2)CC1
26) Cc1noc(C)c1NC(=O)Nc1ccc2c(c1)C(=O)N([C@@H](C)CO)C[C@@H](C)[C@@H](CN(C)Cc1ccc3c(c1)OCO3)O2
27) CCn1c(CSc2nccn2C)nc2cc(C(=O)O)ccc21
28) CCc1ccc(NC(=O)CN2CCC(C(=O)c3ccc(OC)cc3)CC2)cc1
29) Cc1nc(N2CCN(C)CC2)c2cc(-c3ccccc3)sc2n1
30) CCCCn1c(N)c(N(CC(C)C)C(=O)CSCC(=O)Nc2ccc(OC)cc2)c(=O)[nH]c1=O
assay / entry	25	26	27	28	29	30
JMJD2A Tudor	-30%	-4%	32µM*	-12%	-11%	-20%
BLM inh	-6%	.	-4%	-17%	0%	.
BAZ2B block	-32%	.	50µM*	-9%	16%	12%
HP1b binding inh	-5%	44%[activator]	20%	13%	28%	4%
G9a inh	?	.	-38%[12.7 µM]	26%	50µM*	-45%
GLS inhibitor	7%	14%	-14%	1%	-8%	1%
PGK inhibitor	-6%	-4%	i	-5%	-8%	-3%
POLI inh	29%	1%	?	-14%	-24%	32%[activator]
Pin1 inhibitor	-6%	-4%	?	?	-5%	2%

The final 2 compounds of the part above lead into the next:
29) Cc1nc(N2CCN(C)CC2)c2cc(-c3ccccc3)sc2n1
30) CCCCn1c(N)c(N(CC(C)C)C(=O)CSCC(=O)Nc2ccc(OC)cc2)c(=O)[nH]c1=O
31) CCN1CCN(C(=O)/C=C/c2ccc(C(C)C)cc2)CC1
32) Cc1cc(C)n(CC(O)CN(c2cccc([N+](=O)[O-])c2)S(=O)(=O)c2ccccc2)n1 (stereo not given)
33) O=C(NC1=NCCS1)c1cccc(OC(F)F)c1
34) O=C(O)c1cc(S(=O)(=O)N2CCCCC2)ccc1N1CCCCC1
35) CCOc1ccccc1C(=O)Nc1cc(-c2ccc(C)cc2)no1
36) COc1cc2ccccc2cc1C(=O)Nc1ccc(S(=O)(=O)Nc2cc(C)on2)cc1
assay / entry	29	30	31	32	33	34	35	36
JMJD2A Tudor	-11%	-20%	-7%	-12%	-6%	-3%	-11%	-22%
BLM inh	0%	.	.	-5%	-4%	.	-1%	-7%
BAZ2B block	16%	12%	.	-20%	-10%	7%	-9%	9%
HP1b binding inh	28%	4%	2%	-4%	48%[activator]	27%	41%[activator]	20%
G9a inh	50µM*	-45%	.	-26%	1%	?	-7%[59 µM]	31%[12.7 µM]
GLS inhibitor	-8%	1%	4%	-2%	4%	-3%	-3%	24%
PGK inhibitor	-8%	-3%	9%	i	-2%	-6%	-8%	-1%
POLI inh	-24%	32%[activator]	-12%	23%	32%[activator]	4%	-16%	44%[activator]
Pin1 inhibitor	-5%	2%	2%	1%	-1%	-1%	?	-8%

Reprinted from the entries so far (2 entries):
35) CCOc1ccccc1C(=O)Nc1cc(-c2ccc(C)cc2)no1
36) COc1cc2ccccc2cc1C(=O)Nc1ccc(S(=O)(=O)Nc2cc(C)on2)cc1
assay / entry	35	36
JMJD2A Tudor	-11%	-22%
BLM inh	-1%	-7%
BAZ2B block	-9%	9%
HP1b binding inh	41%[activator]	20%
G9a inh	-7%[59 µM]	31%[12.7 µM]
GLS inhibitor	-3%	24%
PGK inhibitor	-8%	-1%
POLI inh	-16%	44%[activator]
Pin1 inhibitor	?	-8%

The list goes on:
37) CCOC(=O)C1=C(N)OC2=C(C(=O)CCC2)C1c1ccc(C)s1 (stereo not given)
38) CCc1nnc(SCC(=O)Nc2ccccc2Cl)nc1CC
39) COc1cccc(CN2C(=O)c3ccccc3Sc3ccc(C(=O)NCCc4ccc(C)cc4)cc32)c1
40) c1cc2c(cc1C1=Nn3c(nnc3C3CCCCC3)SC1)OCO2
41) CCOc1cccc2cc(-c3nc(-c4ccc(Cl)cc4)c(C)s3)c(=O)oc12
42) O=C(CN1CCCCCC1)N/N=C/c1ccc(Cl)c(Cl)c1
assay / entry	37	38	39	40	41	42
JMJD2A Tudor	-15%	5%&3%	-9%	-6%	-12%	8.9µM*
BLM inh	-8%	-2%&2%	-7%	0%	-1%	-9%
BAZ2B block	2%	13%&2%	.	8%	1%	50µM*
HP1b binding inh	15%	29%&38%	36%	17%	26%	-24%
G9a inh	-2%[12.7 µM]	-31%	-24%[59 µM]	?	1%[59 µM]	13µM*
GLS inhibitor	-5%	-17%&-7%	-7%	.	9%	12%
PGK inhibitor	-9%	-2%&-4%	7%	-1%	-5%	-6%
POLI inh	-9%	59%&-7%[activator]	26%	5%	21%	18%
Pin1 inhibitor	-6%	1%&-5%	23%	?	0%	-8%

43) CC(c1ccco1)N(C(=O)c1ccc(S(=O)(=O)N2CCCCC2)cc1)c1ccccn1 (stereo not given)
44) COc1ccc(Br)cc1[C@H]1[C@@H]2C=CCC[C@@]2(C)C(=O)N1Cc1ccccc1
45) COc1cc(OC)cc(C(=O)N(CCCN2C(=O)c3cccc4cccc(c34)C2=O)c2cccc(OC)c2)c1
46) O=C(Nc1scc(-c2ccccc2)c1C(=O)O)c1ccc(F)cc1
assay / entry	43	44	45	46
JMJD2A Tudor	-18%	-13%	5%	-11%
BLM inh	-3%	-8%	-4%	-8%
BAZ2B block	-5%	-12%	-27%	-4%
HP1b binding inh	13%	24%	26%	19%
G9a inh	-34%[59 µM]	?	6%[59 µM]	-1%
GLS inhibitor	2%	5%	-4%	13%
PGK inhibitor	i	1%	7%	-14%
POLI inh	-2%	?	5%	-1%
Pin1 inhibitor	-4%	?	-7%	2%
